TNAP activation fold = human TNAP enzyme activators, primary screen, biochemical, luminescent, no phosphate acceptor, uHTS (AID 1001). 200,000 tested, 0.03% active. purified TNAP, luminescent activation assay, no phosphate acceptor; higher activation fold means a stronger effect. one-dose activation fold at 20 µM; EC50 in µM for titrated hits; in the data active = activation fold from about 3, or a potency from the dose series; inactive = the rest, 99 in 100 with activation fold below about 1.6; note: many of its hits are not listed in these tables
LYP inhibition = inhibitors of LYP phosphatase, biochemical, fluorescence intensity, uHTS (AID 1779). inhibition, % at 11.5 µM, or IC50 in µM where a hit was titrated. 290,000 tested, 0.054% active. recombinant LYP phosphatase, fluorescence intensity; higher % means a stronger effect;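 note: plate controls were vehicle with enzyme for no effect and no enzyme for full effect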
Yfh1-depleted yeast = enhancers of respiration in Yfh1-depleted yeast, dose response, Friedreich's ataxia, plus single-dose screen (AID 1465). S. cerevisiae Yfh1-off respiration, WST-1 reduction, 72 h; higher fold induction means a stronger effect. one-dose fold induction at 50 µM; EC50 in µM for titrated hits. 220,000 tested, 0.074% active;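 active = fold induction of absorbance versus untreated yeast above a set limit, then at least 30% activation at any dose in follow-up; inconclusive = repeats straddling the limit, or above it without dose testing; inactive = fold induction below the set limit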;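 note: activators that raise dye reduction in frataxin-depleted yeast; strong numbers were not always called active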
WT yeast gro inh = growth inhibition of WT yeast, mitochondrial fusion screen. mitochondrial fusion phenotypic screen, WT strain. inhibition, % at 10 µM. 190,000 tested, 2.1% active. AID 1362; in the data active = inhibition above about 58%; tested in S. cerevisiae
P. falciparum M1AAP = malaria alanyl aminopeptidase activity blockers – biochemical, fluorogenic H-Leu-NHMec substrate, 1536-well (AID 1445) | 220,000 tested, 0.42% active | inhibition, % at 30 µM; hits with a dose series show IC50 in µM | recombinant M1AAP, H-Leu-NHMec fluorogenic kinetic assay; higher % means a stronger effect;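 active = primary inhibition above the hit cutoff, then over 50% inhibition at one or more dose response concentrations, cut at about 23% in these data, passing the limit was not always enough; inconclusive = conflicting primary data, or primary hits not chosen for dose response; inactive = low primary inhibition, or under 50% at every dose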;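 note: plate controls were DMSO full reaction for no effect and no enzyme background for full effect; strong numbers were not always called active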
human PMI inhibition = inhibitors of human PMI, primary screen, biochemical, fluorescence intensity, coupled assay (AID 1209). one-dose inhibition, % at 20 µM; IC50 in µM for titrated hits. purified PMI enzyme, coupled fluorescence intensity; higher % means a stronger effect. 190,000 tested, 0.42% active;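 note: plate controls were DMSO vehicle for no effect and wells lacking substrate for full effect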
XIAP antagonists = small molecules displacing peptide from XIAP – biochemical, IAP family, fluorescence polarization (AID 1018) | displacement, % at 20 µM, or IC50 in µM where a hit was titrated | XIAP BIR domain, fluorescence polarization peptide displacement; higher % means a stronger effect | 200,000 tested, 0.007% active; in the data active = displacement above about 50%; note: a part of the inactive calls stands beside numbers as strong as those of hits
M17LAP inhibition = P. falciparum M17LAP inhibitors, primary screen, biochemical, fluorogenic H-Leu-NHMec substrate, 1536-well (AID 1619). inhibition, % at 30 µM; hits with a dose series show IC50 in µM. 220,000 tested, 0.38% active. recombinant M17LAP, H-Leu-NHMec fluorogenic kinetic assay; higher % means a stronger effect;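 active = compound inhibiting the enzyme by more than half at any dose during confirmatory dose-response retesting; inconclusive = strong single-dose inhibitors picked by rank but not retested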;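 note: plate controls were full reaction with DMSO carrier for no effect and no enzyme background for full effect; strong numbers were not always called active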
PMI inhibition = MPI inhibition at elevated mannose 6-phosphate – biochemical, fluorescence intensity, high mannose 6-phosphate, primary screen (AID 1220) | recombinant PMI enzyme, coupled fluorescence intensity; higher % means a stronger effect | inhibition, % at 20 µM, or IC50 in µM where a hit was titrated | 190,000 tested, 0.66% active
WT yeast gro inh mutant strain = also measured in WT yeast gro inh; calls as there; inhibition, %; mitochondrial fusion phenotypic screen, mutant strain inhibition
Active calls of the source: *; i = inactive; ? = inconclusive; . = not tested or not shown. Cut-off read from the data, not from the text of the source, unless noted: active = inhibition above about 50%; inactive = the rest.

Fields – TNAP activation fold	human PMI inhibition	XIAP antagonists	Yfh1-depleted yeast	LYP inhibition	WT yeast gro inh	P. falciparum M1AAP	M17LAP inhibition	WT yeast gro inh mutant strain	PMI inhibition
> Cc1cc(-c2onc(C)c2C(N)=O)no1
  .	.	.	i	-2.3%	.	14.9%	4.8%	.	.
> C=C(C)c1ccc(C(C)(C)NC(=O)NCc2ccco2)cc1
  1.1	3.2%	-20.9%	i	-3.7%	-9.4	13.3%	11.2%	0.3	-2.1%
> COc1ccc(S(=O)(=O)NCC2CCCN(C(=O)c3cccnc3)C2)cc1 (stereo not given)
  1	-4.9%	-7.9%	i	-6.5%	-13.6	-1.8%	0.2%	6.1	-0.2%
> Cc1ccccc1-n1c(SCC(=O)c2c(N)n(C)c(=O)n(C)c2=O)nnc1-c1cccnc1
  1.1	0.7%	-3.8%	i	-1.6%	-12.3	5.6%	3.3%	-10.8	6.5%
> COc1ccc(NC(=O)COC(=O)c2c(-c3ccccc3)noc2C)cc1
  1.1	-6.2%	-0.9%	i	-10.6%	2.1	-4.8%	6.9%	10.6	-7.1%
> O=c1[nH][nH]c(-c2ccccc2)c1C=Nc1ccc(Cl)cc1
  1	-4.3%	-6.9%	i	5.7%	1.1	0.0%	81.4%	-6.6	5.9%
> Cc1cccc(NC(=O)CSc2nc3nc(C)cc(C)c3c(=O)[nH]2)c1
  1	-1.9%	-3.8%	i	-3.4%	17.6	7.0%	15.8%	0.1	2.5%
> CCc1ccc(Nc2cnn(-c3nc4ccccc4s3)c(=O)c2Cl)cc1
  1.1	18.3%	-2.6%	i	8.3%	62.8*	5.1%	-9.3%	53.6*	5.5%
> COc1ccc(Cl)cc1CSc1ncn[nH]1
  .	.	.	i	-4.8%	.	-0.6%	1.7%	.	.
> CN(C(=O)COc1cccc(Br)c1)C1CCS(=O)(=O)C1 (stereo not given)
  1.1	8.2%	-1.9%	i	-4.8%	-0.6	-6.3%	-1.9%	6.8	0.9%

An excerpt of these results, field by field.
SMILES: COc1ccc(Cl)cc1CSc1ncn[nH]1
  TNAP activation fold: . | human PMI inhibition: . | XIAP antagonists: . | Yfh1-depleted yeast: i | LYP inhibition: -4.8% | WT yeast gro inh: . | P. falciparum M1AAP: -0.6% | M17LAP inhibition: 1.7% | WT yeast gro inh mutant strain: . | PMI inhibition: .

SMILES: COc1ccc(S(=O)(=O)NCC2CCCN(C(=O)c3cccnc3)C2)cc1 (stereo not given)
  TNAP activation fold: 1 | human PMI inhibition: -4.9% | XIAP antagonists: -7.9% | Yfh1-depleted yeast: i | LYP inhibition: -6.5% | WT yeast gro inh: -13.6 | P. falciparum M1AAP: -1.8% | M17LAP inhibition: 0.2% | WT yeast gro inh mutant strain: 6.1 | PMI inhibition: -0.2%

Next structures
Fields – TNAP activation fold	human PMI inhibition	XIAP antagonists	Yfh1-depleted yeast	LYP inhibition	WT yeast gro inh	P. falciparum M1AAP	M17LAP inhibition	WT yeast gro inh mutant strain	PMI inhibition
> Cn1c(N2CCOCC2)cc(=O)n(C)c1=O
  1	9.8%	-4.3%	i	-7.3%	-5.9	0.0%	-8.5%	0.9	7.4%
> O=S(=O)(NCc1ccco1)c1ccccc1Br
  .	.	.	i	-10.2%	.	-2.9%	7.9%	.	.
> Cc1[nH]c2ccccc2c1CN1CCC(CO)(Cc2ccccc2)CC1
  1.1	5.4%	-2.0%	i	-4.9%	7.0	-3.9%	-4.9%	-10.3	6.3%
> O=C(Nc1ccc(Cl)cc1)Nc1ccc(N2CCC(C(F)(F)F)CC2)nc1
  .	.	.	i	-7.4%	.	8.1%	-0.1%	.	.
> c1ccc(NCc2nc(-c3ccccc3)no2)cc1
  1	6.2%	-3.9%	i	-8.7%	6.0	1.2%	10.4%	6.3	2.4%
> C=CCNC(=O)C1CC(=O)N(c2ccc(C)cc2)C1 (stereo not given)
  1.1	11.0%	-12.1%	i	-4.9%	-2.1	2.8%	2.8%	-4.2	11.5%
> COc1cc(/C=C2\CC/C(=C\c3ccc(OCCO)c(OC)c3)C2=O)ccc1OCCO
  0.9	-0.4%	-3.8%	i	5.5%	-24.7	9.0%	14.5%	-6.7	2.4%
> CCCCOC(=O)c1ccc(NC(=O)c2c(OC)cccc2OC)cc1
  1.1	12.1%	-2.8%	i	-3.5%	22.1	2.1%	8.7%	-3.4	16.9%
> CCOCCCNC(=O)C1CCCN1S(=O)(=O)c1ccc(Cl)cc1 (stereo not given)
  1.1	-19.6%	-1.3%	i	-4.1%	-5.2	2.9%	-6.4%	-4.8	-21.1%
> O=C1c2ccccc2C(=O)N1CC(=O)N1c2ccccc2Sc2ccccc21
  1.1	8.7%	-1.7%	i	-4.5%	5.8	0.7%	5.5%	-5.8	10.9%
> Cc1ccc(S(=O)(=O)c2c(N)n(C)c3nc4ccccc4nc23)cc1
  1.1	11.5%	-0.1%	i	-9.4%	17.1	?	-43.2%	1.5	10.3%
> COc1ccc(NS(=O)(=O)c2ccc3nc(COc4cccc5ccccc45)[nH]c3c2)cc1
  1.6	0.7%	-9.1%	i	3.5%	5.9	-1.9%	-12.4%	9.7	7.3%
> Cc1ccccc1NC(=S)N(CCN(C)C)C(C)c1ccco1 (stereo not given)
  1.2	1.3%	-6.0%	i	-3.6%	17.4	5.2%	26.9%	2.1	-2.2%
> CC[C@H](C)[C@H](NC(N)=O)C(=O)Nc1ccccc1F
  0.9	-6.8%	-5.7%	i	-4.8%	-11.7	21.4%	4.9%	6.4	-8.9%
> COCCNC(=S)NNc1ccccc1[N+](=O)[O-]
  0.8	3.9%	0.8%	i	-4.7%	-2.2	7.6%	0.4%	8.1	9.2%
> Cc1ccc(N2CCN(c3ccc(C)cc3)C2c2cccnc2)cc1
  1	-11.2%	-6.1%	i	-2.4%	13.9	3.9%	-5.6%	9.5	-24.1%
> O=C(Cc1ccccc1)NCCCc1ccccc1
  0.9	-3.9%	-6.3%	i	3.8%	-7.5	8.8%	3.9%	-7.1	-4.4%
> COCc1cc(=O)n2[nH]c(-c3cccs3)cc2n1
  .	.	.	i	-7.1%	.	2.5%	4.8%	.	.
> COC(=O)CC(=O)CSc1nc2c(cc1C#N)CCCCC2
  1.1	11.4%	-0.5%	i	-3.9%	-9.3	17.5%	-10.6%	-3.7	8.2%
> CN(C)/C=C/C(=O)c1ccc(Cl)c([N+](=O)[O-])c1
  1.1	-14.6%	-3.4%	i	6.1%	-0.3	5.9%	8.3%	3.1	-17.4%
> COCCNC(=O)c1ccccc1NC(=O)COc1ccccc1
  1.1	-5.0%	-5.2%	i	-5.6%	-14.4	-5.6%	-3.5%	-8.4	-1.5%
> Cc1ccc(NC(=O)CN2CCN(c3ccccn3)CC2)c(Cl)c1
  0.9	-2.5%	-3.8%	i	6.5%	-15.8	-10.8%	-1.2%	-6.0	-6.3%
> Cc1ccc(C2OC(=O)c3ccccc32)cc1 (stereo not given)
  1.1	5.2%	-10.3%	i	-2.3%	-2.6	1.6%	-9.3%	-13.4	3.3%
> CCN(CC)C(=O)Oc1cc(=O)n2c3c(cccc13)CCC2
  1.1	-4.4%	-2.4%	i	-5.6%	-13.2	4.0%	-13.2%	-12.1	-10.8%
> COc1ccc(-c2nnc(SCC(=O)NCCc3ccccc3)o2)cc1
  1.1	3.0%	-3.0%	i	-3.9%	-4.9	0.1%	-10.2%	2.5	3.6%
> CCOC(=O)c1c(NC(=O)c2ccoc2C)sc(C(=O)N(C)C)c1C
  1.1	-7.3%	-6.8%	i	-0.3%	-7.9	14.3%	15.9%	-10.8	-11.8%
> OCCNc1nc(-c2ccccc2)nc2c1oc1ccccc12
  .	.	.	i	-5.5%	.	4.2%	-7.6%	.	.
> CSc1ccccc1C(=O)Nc1cccc(N(C)S(C)(=O)=O)c1
  1.1	8.4%	-2.9%	i	-3.8%	8.3	2.6%	5.5%	10.1	6.3%
> Cc1ccc(OCc2nnc(SCC(=O)Nc3cc(C)on3)n2C)cc1
  1.1	1.1%	-3.5%	i	-8.5%	-6.2	3.6%	3.0%	1.9	-4.2%
> Cc1ccc(S(=O)(=O)NC(C(=O)Oc2cc3oc(=O)cc(C)c3cc2Cl)C(C)C)cc1 (stereo not given)
  1.1	22.0%	-4.8%	i	0.3%	-2.4	15.8%	i	-2.3	6.6%
> CC(C)(C)CC(=O)NC(=S)NCc1ccco1
  1.1	-2.9%	-8.2%	i	-5.5%	-0.8	4.4%	-1.9%	19.6	1.8%
> CC(=O)c1cc(NC(=O)c2ccc([N+](=O)[O-])cc2)c(=O)oc1C
  1	-41.0%	-2.5%	i	-10.1%	3.7	3.8%	-1.0%	0.9	-28.7%
> Cc1ccc(Nc2nc(NCc3ccco3)c3ccccc3n2)cc1
  1.1	-12.1%	-5.0%	i	-14.9%	94.1*	1.0%	4.8%	90.1*	-5.4%
> O=C(CSc1nc2ccccc2n1-c1ccccc1)NCC1CCCO1 (stereo not given)
  1.1	-1.0%	0.0%	i	-12.2%	1.3	8.8%	1.3%	4.3	-2.2%
> O=c1ccc(-c2nc3cc(Cl)ccc3n2Cc2ccccc2)c[nH]1
  1.1	10.3%	-8.8%	i	-5.3%	2.9	-3.9%	6.2%	7.2	6.5%
> Cc1onc(-c2ccccc2)c1C(=O)NCCc1ccc(S(N)(=O)=O)cc1
  1	4.5%	-1.7%	i	5.5%	9.7	9.8%	-3.4%	-4.9	-0.3%
> COc1ccc(S(=O)(=O)NCc2ccc(C(=O)NCc3cccnc3)cc2)cc1
  1.1	-3.9%	-2.2%	i	-9.1%	-11.3	4.5%	4.8%	12.3	-6.5%
> CC(Cl)C(=O)Nc1ccccc1C#N (stereo not given)
  1	-10.5%	-3.2%	i	-5.8%	8.8	-2.5%	-7.4%	-7.3	-8.0%
> N#Cc1ccccc1NC(=O)Nc1ccc(Cl)cc1
  1	-22.6%	-6.0%	i	-14.5%	-10.7	6.5%	-15.3%	3.2	-19.9%
> O=C(Nc1ccccc1Cl)O/N=C(/c1ccccc1)c1ccccn1
  0.9	13.4%	-6.9%	i	3.3%	1.9	4.9%	11.7%	7.2	10.6%
> CCc1ccc(NC(=O)Cc2ccc(-n3cccc3)cc2)cc1
  1.1	-7.3%	-2.8%	i	-9.2%	2.3	3.3%	3.6%	-6.6	-5.7%
> NC(=O)CSc1nnc(-c2ccc(S(=O)(=O)N3CCOCC3)cc2)n1CC1CCCO1 (stereo not given)
  1.1	7.7%	0.3%	i	-4.2%	-9.3	-3.3%	-5.4%	-66.8	12.2%
> NNC(=O)c1ccncc1
  1.1	-11.8%	-3.9%	.	-4.9%	-2.6	12.8%	25.4%	1.7	-15.1%
> CC(OC(=O)C1CCN(S(=O)(=O)c2ccccc2)CC1)C(=O)Nc1ncc(Cl)cc1Cl (stereo not given)
  1.1	12.5%	-10.5%	i	-14.5%	6.1	-2.5%	-4.7%	7.2	2.7%
> CC(=O)Nc1ccc(S(=O)(=O)C(C#N)c2nc3ccccc3nc2NCCCO)cc1 (stereo not given)
  .	.	.	i	-24.8%	.	13.8%	-35.2%	.	.
> COc1ccc(NC(=S)NNC(=O)c2nnn(-c3ccccc3)c2C)cc1
  1.9	-2.0%	-4.3%	i	0.6%	-9.9	-5.7%	12.1%	-11.6	-11.0%

Source: PubChem (several laboratories)

Compounds as they come; about 3.7% have a hit in one of these screens.
